Screening results: PubChem, Sanford-Burnham Center for Chemical Genomics
Jurkat NFkB inh: inhibitors of induced NF-kB luciferase reporter, primary screen, TCR NF-kB activation inhibitor project, cell-based, luminescence, uHTS. Jurkat, PMA/ionomycin-induced NF-kB luciferase reporter. inhibition, % at 4 µM. hit rate 0.53% among 330,000. AID 435003, 2010
CCR6 antag: CCR6 receptor antagonists, primary screen, cell-based, CHO-K1, luminescence, beta-arrestin, uHTS; CHO-K1 CCR6 PathHunter beta-arrestin, CCL20-stimulated; hit rate 0.49% among 340,000; inhibition, % at 20 µM;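 active means compounds whose inhibition of the agonist-driven luminescence signal at 20 µM reaches about 50%, limit read from the data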;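 further: cells stimulated with CCL20 at 14 nM final; plate controls were DMSO with CCL20 for no effect and DMSO without agonist for full effect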
Gli-Sufu antag: Gli-Sufu pathway antagonists, primary screen, luciferase luminescence, Sufu-KO-LIGHT cells, uHTS; Sufu-KO-LIGHT fibroblasts, Gli luciferase reporter luminescence; inhibition, % at 5 µM; hit rate 0.74% among 340,000;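 active means inhibition above about 55%, limit read from the data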;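 further: 0% = DMSO-treated cells and 100% = wells with medium but no cells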
SENP8 block: SENP8 protease inhibitors, primary screen, biochemical, luminescence; purified SENP8, Z-RLRGG-aminoluciferin cleavage; inhibition, % at 10 µM; hit rate 1.2% among 330,000
Target sequence (Q96LD8 whole entry, looked up): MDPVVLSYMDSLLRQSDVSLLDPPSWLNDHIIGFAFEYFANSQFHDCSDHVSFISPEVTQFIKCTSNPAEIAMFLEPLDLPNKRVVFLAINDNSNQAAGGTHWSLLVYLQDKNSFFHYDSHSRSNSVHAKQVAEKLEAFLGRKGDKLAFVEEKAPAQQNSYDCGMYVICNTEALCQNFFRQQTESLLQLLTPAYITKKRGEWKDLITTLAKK
697 NFkB inh: inhibitors of PMA/ionomycin-induced NF-kB reporter, 697 cells, primary screen, B-cell NF-kB inhibitor project, cell-based, luminescence, uHTS. 697 B-cell NF-kB luciferase reporter, 16 h. AID 435022, 2010. inhibition, % at 4 µM. hit rate 0.33% among 330,000; in the data active means inhibition above about 35%
UBC13 polyUb: UBC13 polyubiquitin chain formation inhibitors, primary screen, biochemical, TR-FRET, uHTS; hit rate 0.47% among 330,000; inhibition, % at 20 µM; Ubiquitin-conjugating enzyme E2 N (Homo sapiens), P61088; in the data active means inhibition above about 45%, passing the limit was not always enough
Target sequence (P61088 whole entry, looked up): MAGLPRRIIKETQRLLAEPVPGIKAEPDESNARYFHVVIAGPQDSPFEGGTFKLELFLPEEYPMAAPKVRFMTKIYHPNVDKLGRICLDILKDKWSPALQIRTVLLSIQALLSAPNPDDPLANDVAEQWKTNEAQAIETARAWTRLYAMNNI
EBI2 block: EBI2 receptor antagonists, beta-arrestin recruitment, primary screen, cell-based, luminescence, 7a,25-OHC stimulation, uHTS. 7a,25-OHC stimulated. inhibition, % at 5 µM. hit rate 0.81% among 360,000. G-protein coupled receptor 183 (Homo sapiens), P32249; in the data active means inhibition above about 38%;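 further: enzyme fragment complementation signal reports receptor beta-arrestin coupling in cells; 0% = agonist plus DMSO wells and 100% = wells without agonist; some results beyond the cut were filed as inactive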
Target sequence (P32249 whole entry, looked up, the tested form may be a part): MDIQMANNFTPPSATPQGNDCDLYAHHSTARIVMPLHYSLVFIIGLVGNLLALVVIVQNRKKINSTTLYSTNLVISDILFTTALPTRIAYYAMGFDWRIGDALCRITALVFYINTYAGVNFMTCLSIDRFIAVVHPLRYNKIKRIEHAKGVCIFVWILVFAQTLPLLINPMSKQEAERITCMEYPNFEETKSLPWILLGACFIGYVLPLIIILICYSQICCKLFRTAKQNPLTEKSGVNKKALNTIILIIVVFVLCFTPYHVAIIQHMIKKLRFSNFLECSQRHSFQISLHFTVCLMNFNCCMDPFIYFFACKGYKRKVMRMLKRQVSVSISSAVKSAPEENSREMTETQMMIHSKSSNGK
Apaf1 inhib: inhibitors of human Apaf-1 apoptosome, primary screen, biochemical, DEVD-Rh110 fluorescence, uHTS | Apoptotic protease-activating factor 1 (Homo sapiens), O14727 | reconstituted apoptosome caspase-3 activity | inhibition, % at 20 µM | hit rate 0.71% among 330,000 | AID 489030, 2010; active means inhibition of at least 40% at 20 µM;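 further: plate controls were DMSO wells for no effect and DEVD-CHO caspase inhibitor wells for full effect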
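System – cell-free apoptosome with Apaf-1, procaspase-3 and caspase-9 · Buffer or medium – pH 7.5 Hepes buffer with CHAPS, BSA, DTT · Also added – cytochrome c with DEVD-Rh110 · Times – 30 min compound preincubation, 50 min activation, room temperature · Technique – Rh110 fluorescence intensity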
* hit, by the source's call; x = not tested or not shown. Unless noted, no stated cut-off is given here; in the data, active means inhibition above about 50%; inactive means the rest. Some of the compounds tested. The share of hits here may be higher or lower than overall.

SMILES	Jurkat NFkB inh	CCR6 antag	Gli-Sufu antag	SENP8 block	697 NFkB inh	UBC13 polyUb	EBI2 block	Apaf1 inhib
CC(C)N(C(=O)CN1C(=O)NC2(CCCCCC2)C1=O)C(C)C	-15	23	-6	0	-7	3	-6	-7
C=COCCCNc1ncnc2sc(-c3ccccc3)cc12	23	8	61*	2	-13	5	19	14
CCN1CCN(c2nc3c(C)cccn3c(=O)c2/C=C(\C#N)S(=O)(=O)c2ccc(C)cc2)CC1	-9	21	2	-2	-7	5	10	26
Cc1ccc(-c2nc(N)n(C(=O)c3cccs3)n2)cc1	-6	-1	2	-10	-15	-6	-10	0
COc1cc(/C=N/NC(=O)c2ccccn2)ccc1OC(=O)c1cccs1	-45	5	-33	-10	-51	-12	-22	6
CC(C)=C(NC(=O)c1ccccc1)C(=O)Nc1cccc(C(=O)O)c1	-13	8	-2	3	4	-3	-19	2
O=C(O)c1ccc2c3c(cccc13)C(=O)N(c1ccccc1)C2=O	-6	-13	-3	1	17	-9	0	15
CN(C(=O)c1ccc(NC(=O)Cc2cccc(NC(=O)C3CCN(C(=O)C4CCCCC4)CC3)c2)cc1)C1CCCC1	-2	-6	-4	-10	5	-12	-3	15
COc1ccc(-c2cc(C(=O)c3c(N)n(C)c(=O)n(C)c3=O)c3ccccc3n2)cc1OC	-18	3	-18	0	-14	-2	5	3
CC(Oc1ccc(C(=O)c2ccc(F)cc2)cc1)C(=O)N1CCOCC1 (stereo unspecified)	8	7	-3	7	-22	-5	-4	12
O=C(O)CSCC(=O)Nc1ccc(S(=O)(=O)N2CCCCC2)cc1	4	-4	-4	2	-1	-11	-16	4
O=C(CN1C(=O)NC(Cc2ccccc2)C1=O)Nc1ccc(F)c(Cl)c1 (stereo unspecified)	12	-3	6	-4	19	12	-5	0
O=C(CCl)NC1(C(F)(F)F)C(=O)Nc2c1c(=O)[nH]c(=O)n2-c1ccccc1 (stereo unspecified)	10	-6	-2	-17	7	0	0	-6
C=CC[C@@H](CC(=O)N[C@@H](CO)Cc1ccccc1)C(=O)NCCOC(=O)[C@@H](CC=C)CC(=O)OC(C)(C)C	2	12	-8	-4	-2	8	1	20
O=C1CN(Cc2cc(=O)oc3cc4c(cc23)CCC4)CCN1	-5	14	3	-1	19	2	-1	-15
C=CCNC(NC(=O)c1ccccc1)(C(=O)OCC)C(F)(F)F (stereo unspecified)	12	18	1	1	-19	-5	-1	-9
COc1ccc(S(=O)(=O)Cc2ccc(C(=O)N3CCN(C4CCCCC4)CC3)o2)cc1	6	8	5	-1	-13	2	-5	1
Cc1nc2nc3c(cn2n1)C(=O)CCC3	2	-10	-9	7	17	8	0	-21
CC(=O)N1CCN(c2ncnc3ccccc23)CC1	18	13	-22	-5	2	7	-2	-19
CCOc1ccccc1NC(=O)NCc1ccc(F)cc1	7	-3	-5	6	7	6	-11	-5
Cc1cccc(OCCCN2CCOCC2)c1C	-16	14	6	-14	-34	-6	-3	4
COc1ccc(C(=O)Nc2ccccc2C(=O)NCc2cccnc2)cc1OC	8	1	4	-1	20	4	11	4
C=CCN1CN(CCc2ccccc2)CNC1=S	-7	15	8	-4	2	4	-16	-3
C[C@H](CO)N1C[C@H](C)[C@@H](CN(C)S(=O)(=O)c2ccccc2)Oc2c(NC(=O)C3CCCCC3)cccc2C1=O	12	12	25	-12	9	-2	-2	12
CNC(=O)NC1CCCc2ccccc21 (stereo unspecified)	5	12	1	-7	20	4	8	-10
Cc1ccc(S(=O)(=O)CC(=O)Nc2cccc(C)n2)cc1	-9	7	-11	-9	9	-1	8	-2
O=C(N/N=C/c1cn(-c2ccccc2)nc1-c1ccc(F)cc1)c1ccc2c(c1)OCO2	-4	3	-16	5	-5	-17	14	-12
Cc1cc(CNC(=O)C2(C(F)(F)F)C/C(=C\Cc3ccccc3)CCCO2)nn1C (stereo unspecified)	16	8	15	0	9	3	-4	-2
COc1ccc(NC(=O)CCn2cc(C)c3ccccc32)cc1	-50	13	15	-5	-22	7	-1	8
CC(=O)Nc1ccc(S(=O)(=O)Nc2cccc(-c3nc4cc(C)ccc4o3)c2)cc1	-5	-2	6	-8	-147	3	-4	27
COc1ccc(C(=O)N/N=C/c2ccc(OC)c(COc3ccc(F)cc3)c2)cc1	-5	5	-7	-6	-32	-13	21	13
Cc1ccc(S(=O)(=O)N2CCN(C(=O)COc3ccc(NC(=O)c4ccco4)cc3)CC2)cc1	-3	-7	3	-6	-20	-7	-11	8
Clc1ccc(C(Cn2ccnc2)OCc2c(Cl)cccc2Cl)c(Cl)c1 (stereo unspecified)	7	18	8	1	9	42	14	21
O=C1NC(=O)c2cc3ccccc3cc21	2	-2	-12	8	9	5	-1	-6
COC(=O)c1sc2ccccc2c1-n1cccc1C(=O)C(=O)Nc1ccc(C)cc1	-2	4	-2	-6	26	-10	-6	3
COc1ccc(N2CC(NS(=O)(=O)c3cccnc3)CC2=O)cc1OC (stereo unspecified)	-4	5	4	-7	12	-2	-4	9
Cc1ccccc1OCC(=O)NNC(=O)Nc1ccccc1	5	-5	-1	-6	1	-8	-8	-1
O=C(O)c1ccc(N/N=C/c2cn(-c3ccccc3)nc2-c2cccs2)cc1	-153	5	-274	12	-228	-2	12	8
O=C(CSc1ncnc2ccccc12)c1cccs1	-157	9	-87	8	-70	-2	1	-2
O=S(=O)(Nc1ccc(O)c(NS(=O)(=O)c2ccccc2)c1)c1ccccc1	-12	8	6	2	14	-7	-6	0
COCC(=O)N(C)C[C@H]1N[C@@](Cc2ccccc2)(C(=O)OC)[C@H]2C(=O)N(C)C(=O)[C@@H]12	-8	-8	-18	-1	-26	-8	-5	-5
COc1ccc(C(=O)Nc2c(F)c(F)c(F)c(F)c2F)c(OC)c1	0	-17	-3	-7	-7	-11	3	9
Cc1c(NC(=O)c2ccc(=O)oc2)c(=O)n(-c2ccccc2)n1C	2	-5	1	3	-9	-7	-10	-9
COc1ccccc1NC(=O)Cn1c(=O)n(CCc2c[nH]c3ccccc23)c(=O)c2cccnc21	20	15	-2	1	-4	-16	6	2
Cc1cccc(N2CCN(Cc3ccc(Br)o3)CC2)c1C	1	17	10	1	-2	0	-7	-6
Cc1[nH]nc2c1C(c1ccc(N(C)C)cc1)C1=C(CC(C)(C)CC1=O)N2 (stereo unspecified)	-1	-11	7	-6	1	1	-5	15
CCOC(=O)N1CCN(C(=O)Nc2ccc3nccnc3c2)CC1	8	-15	-2	7	4	-2	-9	-2
O=C(Cn1cnc([N+](=O)[O-])c1)Nc1cc(Oc2ccc(Cl)cc2Cl)cc([N+](=O)[O-])c1	-2	17	-11	-5	12	-2	16	20
CCc1ccc(CN(C)C(=O)c2cc(COc3cccc(C(F)(F)F)c3)on2)nc1	4	14	9	1	-16	6	5	29
Cc1ccccc1-n1c(SCC(=O)c2c(N)n(C)c(=O)n(C)c2=O)nnc1-c1cccnc1	12	9	1	-8	14	7	-2	-15
Cn1c2ccccc2c(=O)c2cc(C#CC3=CCCCC3)ccc21	-57	-6	-9	28	-39	-9	1	7
O=C(O)c1cc2c(cc1Br)OCCCO2	9	-7	-16	4	15	-3	-6	-14
Oc1c(Cl)cc(Cl)cc1C1Nc2ccccc2-n2cccc21 (stereo unspecified)	2	6	-2	4	10	-3	-8	-11
O=C(O)C1CCCN1S(=O)(=O)c1ccc(Br)cc1 (stereo unspecified)	-14	-6	-1	-8	-5	0	-10	8
COc1ccc(CNc2ncnc3cc(Cl)ccc23)cc1	11	4	40	0	-14	7	-8	1
O=C(NC(=S)Nc1cccc(Cl)c1)c1cncc(Br)c1	7	45	2	-6	-29	9	8	-10
COc1ccc2c(c1OC)C(=O)OC2Nc1nc(-c2cccc([N+](=O)[O-])c2)cs1 (stereo unspecified)	-12	6	-7	-9	-13	-10	13	10
CC(C)CNC(=S)N1CCN(C)CC1	-2	-8	-2	2	23	0	7	-4
COc1ccc2nc(NC(=O)CC3Oc4ccccc4NC3=O)sc2c1 (stereo unspecified)	0	17	-4	-1	17	-2	-8	-10
CCOC(=O)Cc1csc(/C(=N/O)C(N)=O)n1	-18	4	-29	-10	-13	-9	2	-3

Five structures from above, sorted by molecular weight, ascending.
SMILES	Jurkat NFkB inh	CCR6 antag	Gli-Sufu antag	SENP8 block	697 NFkB inh	UBC13 polyUb	EBI2 block	Apaf1 inhib
COc1ccc(CNc2ncnc3cc(Cl)ccc23)cc1	11	4	40	0	-14	7	-8	1
O=C(O)C1CCCN1S(=O)(=O)c1ccc(Br)cc1 (stereo unspecified)	-14	-6	-1	-8	-5	0	-10	8
COc1ccc2nc(NC(=O)CC3Oc4ccccc4NC3=O)sc2c1 (stereo unspecified)	0	17	-4	-1	17	-2	-8	-10
COCC(=O)N(C)C[C@H]1N[C@@](Cc2ccccc2)(C(=O)OC)[C@H]2C(=O)N(C)C(=O)[C@@H]12	-8	-8	-18	-1	-26	-8	-5	-5
O=C(Cn1cnc([N+](=O)[O-])c1)Nc1cc(Oc2ccc(Cl)cc2Cl)cc([N+](=O)[O-])c1	-2	17	-11	-5	12	-2	16	20

Further results follow.
SMILES	Jurkat NFkB inh	CCR6 antag	Gli-Sufu antag	SENP8 block	697 NFkB inh	UBC13 polyUb	EBI2 block	Apaf1 inhib
COc1ccccc1N1CCN(C(=O)C(C)CS(=O)(=O)c2ccc3c(c2)NC(=O)CS3)CC1 (stereo unspecified)	-1	13	2	-1	-11	-2	6	-428
CCS(=O)(=O)NCCCc1ccccc1	-11	-18	0	-2	-4	2	-4	6
Cc1csc(NC(=O)c2ccc(C)o2)n1	-58	-5	-44	-13	-73	-9	-5	10
CC[C@]12c3[nH]c4ccc(Cl)cc4c3CCN1C(=O)[C@@H](CC(=O)NCCC1=CCCCC1)C[C@@H]2C(=O)N1CCN(C(=O)C2CC2)CC1	x	27	1	x	-3	x	7	24
COc1ccc(N=C2O/C(=C/c3sc(=S)n(CC4CCCO4)c3O)N=C2C#N)cc1 (stereo unspecified)	19	8	-28	1	16	-22	5	1
CN1CCc2c(sc3nc(SCC(=O)N4CCCCC4)n(-c4ccccc4)c(=O)c23)C1	-19	13	-11	-4	8	2	1	-5
Cc1oc(-c2cccs2)nc1CN1CCN(CCC(C)C)C(CCO)C1 (stereo unspecified)	1	-10	26	4	8	9	2	-3
COc1ccc2nc(Nc3nc(-c4ccncc4)cs3)sc2c1	-54	-4	-10	-10	-14	-1	32	-15
COC(=O)c1ccc(OC(=O)C2CC(=O)N(c3ccc(C)cc3C)C2)cc1 (stereo unspecified)	12	-8	-7	-1	1	10	-5	-12
O=C(C1=C[C@@H](c2ccc(C(F)(F)F)cc2)C[C@@H](OCc2ccc(CO)cc2)O1)N1CCOCC1	10	12	0	6	2	10	-11	10
CCOC(=O)c1cnn(-c2nc(-c3ccccc3F)cs2)c1C(F)(F)F	-4	0	-15	-1	-12	25	39	9
CS(=O)(=O)c1ccc(Cl)c(NC(=O)COC(=O)Cc2c[nH]c3ccccc23)c1	-1	-3	-8	-2	9	4	-8	6
CC(C)(Oc1ccc(Cl)cc1)C(=O)OCn1nnc2ccccc2c1=O	11	7	-1	-4	-9	-3	9	13
CCCc1[nH]nc2c1C(C1CC=CCC1)C(C#N)=C(N)O2 (stereo unspecified)	0	2	15	-9	-20	8	-8	9
O=C(CC1C(=O)NCCN1Cc1ccc(-c2ccccc2)cc1)NCc1ccccc1 (stereo unspecified)	-35	1	4	-10	4	1	4	21
O=S(=O)(NCCN1CCCC1)c1ccc(C(F)(F)F)cc1	-2	3	12	-3	-6	6	-4	-1
O=C(NCCCNC(=O)c1cnccn1)c1ccc(Br)cc1	-13	14	-2	2	14	7	-17	-1
